Bioassay records: PubChem, National Center for Advancing Translational Sciences (NCATS)
Eya2 inh: Eya2 (human) phosphatase inhibition | O00167 | Potency, µM (highest dose often 76.9 µM), for inactives: at the highest dose activity, negative = inhibition, most hits filed as inhibitors | recombinant Eya2, OMFP fluorescence dephosphorylation (OMFP is methylfluorescein phosphate) | 0.006% of 330,000 active | AID 488837; note: potency is the fitted concentration of half-maximal effect; % is set by controls: 0 for no effect and ±100 for the full control effect
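Eya2 (0.2 uM) preincubated 10 min at ambient with compound, then OMFP substrate added at 50 uM; 10 min reaction in 50 mM HEPES pH 7.5, 50 mM NaCl, 5 uM MgCl2, 0.05% BSA, 1 mM DTT. Fluorescence read at Ex 485/Em 525 nm.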
AT treatment: potential ataxia-telangiectasia treatments restoring KAP-1 phosphorylation. […] A-T fibroblasts, KAP-1 phosphorylation AlphaLISA; neocarzinostatin DNA damage 30 min before lysis. Potency, µM (titrated, usually from 57.5 µM), without a hit: at the top dose activation, most hits filed as activators. 0.19% of 320,000 active; note: potency is the fitted concentration of half-maximal effect; % of control where 0% means no effect; nearly all actives have a fitted effect of over 45% in size
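ATM-like activity read as KAP-1 phosphorylation via AlphaLISA donor/acceptor antibody pairs after lysis and 6 hr at 25C. Cells were ATM-null patient fibroblasts ([…], hTERT), dosed 60 min, then exposed to the DSB inducer NCS for 30 min.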
TSG101-PTAP inh: blocks PTAP/TSG101 interaction to inhibit HIV-1 budding. Fluorescence polarization, FITC-PTAP peptide / Tsg101 binding. Q99816. 340,000 tested, under 10 active. Potency, µM (top dose mostly 115 µM), without a hit: at the top dose activity change, negative = inhibition, most hits filed as inhibitors. AID 493005; active = well fitted inhibition curve with a large enough effect in the main read-out, with a control signal flat, not every such curve was filed as active; inconclusive = small, poorly fitted or top-dose-only effect, or effect the other way, or a change in a side signal; inactive = no such curve, though single readings can be large or run the other way; note: potency is the fitted concentration of half-maximal effect; % of control where 0% means no effect
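Tsg101 binding domain (10 uM final) was mixed with compound and a FITC-labeled PTAP peptide (50 nM final) in HEPES pH 7.5 buffer with NaCl, Tween 20, EDTA and TCEP; fluorescence polarization was read after 20 min at r.t.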
Mito fusion act: mitochondrial division inhibition or fusion activation; S. cerevisiae fusion-defective mutant growth rescue, CellTiterGlo 48 h; 0.23% of 320,000 active; AID 485298; Potency, µM (series often up to 46.1 µM), for inactives: at the highest dose growth rescue (activation), most hits filed as activators;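 note: potency is the fitted concentration of half-maximal effect; % of control where 0% means no effect; nearly all actives have a fitted effect of over 45% in size; temperature-sensitive fusion mutants such as fzo1-1 at 37 °C on non-fermentable ethanol glycerol medium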
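Yeast fusion mutant, YPEG (non-fermentable carbon), compound, 48 h at 37C non-permissive; CellTiterGlo added, 10 min RT, luminescence read. Rescued growth = division inhibition.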
Integrin act MD: activates integrin-mediated alleviation for muscular dystrophy. alpha7betagal myoblasts, beta-gal FDG fluorescence, 48 h. Potency, µM (top dose mostly 38.3 µM), for inactives: at the highest dose activation, hits mostly activators. 0.064% of 350,000 active;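 note: potency is the fitted concentration of half-maximal effect; 100% = response of the positive control SU9516; nearly all actives have a fitted effect of over 60% in size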
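alpha7betagal+/- myoblasts (passage 13, 250/well) treated 48 h at 37C with compounds at 1:260 dilution of DMSO stock. Lysed, then beta-galactosidase activity read as FDG fluorescence (ex 480/em 540) after 30 min, with pre-read for autofluorescence.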
TSHR antag: blocks TSH signaling through the human TSH receptor | TSHR-expressing cells, TSH-stimulated cAMP HTRF, 2 h; hits give low values | activity change, negative = inhibition, % at 11.5 µM | 0.2% of 330,000 active;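 active = activity change below a set negative limit, meaning inhibition stronger than a set level, cut at about -70% in these data; inconclusive = activity change between two set negative limits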; note: % is set by controls: 0 for no effect and ±100 for the full control effect
Target sequence (P16473 whole entry, looked up): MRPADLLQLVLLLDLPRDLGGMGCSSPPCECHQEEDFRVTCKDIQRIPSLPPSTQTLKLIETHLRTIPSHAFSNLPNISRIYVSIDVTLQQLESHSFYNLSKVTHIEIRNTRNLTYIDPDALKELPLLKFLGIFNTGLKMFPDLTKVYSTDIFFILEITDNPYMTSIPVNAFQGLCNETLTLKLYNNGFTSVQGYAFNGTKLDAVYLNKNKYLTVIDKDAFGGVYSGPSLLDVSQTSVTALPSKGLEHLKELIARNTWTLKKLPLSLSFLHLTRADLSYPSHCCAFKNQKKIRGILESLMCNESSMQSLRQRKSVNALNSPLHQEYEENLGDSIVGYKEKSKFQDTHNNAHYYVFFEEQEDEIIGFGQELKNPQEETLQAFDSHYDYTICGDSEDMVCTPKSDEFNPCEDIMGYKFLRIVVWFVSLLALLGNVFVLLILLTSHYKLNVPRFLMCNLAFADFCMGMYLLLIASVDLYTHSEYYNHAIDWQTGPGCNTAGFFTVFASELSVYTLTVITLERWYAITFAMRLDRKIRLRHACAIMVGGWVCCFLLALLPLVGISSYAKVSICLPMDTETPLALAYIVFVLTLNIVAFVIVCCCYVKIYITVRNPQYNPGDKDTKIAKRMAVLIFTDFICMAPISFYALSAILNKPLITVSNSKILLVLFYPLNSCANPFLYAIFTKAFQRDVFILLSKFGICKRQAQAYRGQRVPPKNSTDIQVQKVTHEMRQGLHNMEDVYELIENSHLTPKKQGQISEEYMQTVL
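Cell-based HTRF cAMP assay; TSHR cells + compound, TSH EC80 (4nM final), 2 h, 37 deg C. Lysis with anti-cAMP cryptate and cAMP-d2, 30 min RT, read 665/620 nm.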
ELG1 DNA repair: blocks ELG1-dependent DNA repair in HEK293T cells | Potency, µM (highest dose often 46.1 µM), without a hit: at the top dose activity change, negative = inhibition, most hits filed as inhibitors | AID 504467 | 2.3% of 330,000 active | HEK293T ELG1-luciferase reporter, luminescence, 16 h; DNA damage induced by 5-fluorouridine; note: potency is the fitted concentration of half-maximal effect; % is set by controls: 0 for no effect and ±100 for the full control effect; nearly all actives have a fitted effect of over 55% in size
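Luminescence from the luciferase reporter, measured 30 min after ONE-Glo reagent at room temperature, was the read-out. Beforehand, 2,000 cells per well were exposed for 16 hr at 37 °C to 5-fluorouridine together with compound or vehicle.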
S-ASM inh: human S-ASM enzyme inhibition. placental ASM, HMU-PC fluorogenic substrate, 60 min. 0.006% of 340,000 active. P17405. Potency, µM (titrated, usually from 57.5 µM), for inactives: top-dose activity change, negative = inhibition, actives largely listed as inhibitors; note: potency is the fitted concentration of half-maximal effect
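HMU-PC0 cleavage (9 uM final) by human placental ASM, 60 min at 37 °C following 10 min compound exposure at RT; stopped at pH 10, fluorescence Ex 386/Em 447 nm.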
Tb PFK inh: blocks T. brucei phosphofructokinase; 0.17% of 330,000 active; T. brucei PFK, ADP-Glo luminescence; Potency, µM (doses to about 57.5 µM), for inactives: at the highest dose activity, negative = inhibition, actives largely listed as inhibitors;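 note: potency is the fitted concentration of half-maximal effect; 0% = uninhibited 1x PFK enzyme wells and -100% = no-enzyme wells; nearly all actives have a fitted effect of over 60% in size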
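Compounds were pin-transferred as a titration series up to 57 uM into substrate buffer (0.5 mM F6P, 0.1 mM ATP, pH 8.0), then 1.25 nM PFK was added and reactions ran 45 min before ADP-Glo detection.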
Chronic BCR inh: blocks chronic active B-cell receptor signaling | 0.05% of 340,000 active | Potency, µM (highest dose often 46.1 µM), without a hit: top-dose ratio change, negative = lower green/red ratio, actives largely listed as inhibitors | ABC-DLBCL IkBa-CBG/CBR reporter, luminescence ratio, 4 h; active = well fitted inhibition curve with a large enough effect in the signal ratio, with a control signal flat, not every such curve was filed as active; inconclusive = small, poorly fitted or top-dose-only effect, or effect the other way, or a change in a side signal; the % refers to the signal ratio;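 note: potency is the fitted concentration of half-maximal effect; plate controls were basal doxycycline-induced cells for no effect and cells given 10 µM MG132 for full effect; MG132 reads +100%, hits lower the ratio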
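Cell line TMD8 (human ABC DLBCL), stably expressing tet-inducible CBG68-IkBa fusion and CBR; IMDM/0.5% FBS; cpd up to 46 uM; dox induction, 4 h, 37C/5% CO2; dual luminescence; green/red ratio; MG132 control.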
TCR activator: activators of T cell receptors. primary human leukocytes, anti-CD3, IL-2 HTRF, 48 h. Potency, µM (highest dose often 9.22 µM), for inactives: top-dose activation of IL-2 secretion, actives largely listed as activators. 330,000 tested, under 10 active. AID 504894; note: % of control where 0% means no effect
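1) Mix primary human leukocytes, a-CD3 beads and compound. 2) Incubate 48 hr. 3) Add HTRF IL-2 reagents (a-IL-2-K, a-IL-2-d2).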
* = called active by the depositor; ? = inconclusive; · = not tested or not shown; & = joins results of further samples; [ ] = dose if it differs, or a comment. Unless noted, calls come from the whole dose curve; as a rule, active = well fitted curve in the direction sought with a large enough effect; inconclusive = small, poorly fitted or top-dose-only effect, or another doubt; inactive = no such curve, though single readings can be large; an effect the other way counts as inactive or inconclusive.

| Structure | Eya2 inh | AT treatment | TSG101-PTAP inh | Mito fusion act | Integrin act MD | TSHR antag | ELG1 DNA repair | S-ASM inh | Tb PFK inh | Chronic BCR inh | TCR activator |
| --- | --- | --- | --- | --- | --- | --- | --- | --- | --- | --- | --- |
| O=C(NC1CCCC1)C(c1ccccc1)N(Cc1ccco1)C(=O)Cc1cccs1 (stereo not given) | -20% | -2% | -2% | 25% | -3% | 7 | ? | -1% | 0% | -5% | -6%[46.1 µM] |
| COc1ccc(O)c(CN2CCCC(N3CCN(c4ccccc4OC)CC3)C2)c1 (stereo not given) | 2% | -3% | -5% | 0% | 10% | -10 | -21% | 3% | -1% | 1% | 3% |
| O=C(NNc1nc(-c2ccc(Cl)cc2)cs1)c1ccco1 | -3% | -1% | -1% | -7% | 7% | 5 | ? | -3% | -7% | 5% | 2%[46.1 µM] |
| COc1ccccc1-c1nnc(SCC(=O)c2ccc(C3CCCCC3)cc2)n1Cc1ccco1 | -19% | 1% | 3% | 16% | -69%[inhibitor] | 8 | -16% | 2% | -5% | -20% | -4% |
| O=C(NCCCN1CCCCC1)C1CCN(S(=O)(=O)N2CCC3(CC2)OCCO3)CC1 | 2% | 4% | -2% | -3% | -10% | -2 | 3% | 4% | -1% | 4% | -1% |
| Cc1ccc(C(=O)NCC(=O)OCC(=O)c2ccc3c(c2)NC(=O)CO3)cc1 | 12% | -2% | 0% | -2% | -7% | -4 | 8% | 0% | -3% | 0% | -1% |
| CCC(C)NCCOCCOc1ccc(Br)cc1 (stereo not given) | 6% | 3% | -1% | 28% | -29% | 3 | -1% | 0% | -7% | ? | -1% |
| COC(=O)CSc1nc(C)cc(N2CCOCC2)n1 | -1% | -5% | -3% | -4% | 0% | 8 | ? | 1% | -3% | 0% | 0% |
| O=C(Nc1ccc2c(c1)OCO2)N1CCN(c2ncccn2)CC1 | 7% | 8% | -1% | -2% | -1% | 3 | ? | 1% | 2% | 0% | -5% |
| O=C(O)c1oc2ccccc2c1CSCc1ccccc1 | 7% | 2% | -1% | 2% | -10% | 0 | 4% | -13% | -5% | 9% | 1% |
| Cc1cccc(C)c1OCc1cc(C(=O)N(C)CCc2ccccn2)no1 | 5% | 1% | -1% | 0% | -8% | 9 | 1% | 1% | -9% | 0% | 1% |
| COc1ccc(CNC(=O)[C@@H](NC(=O)C2CCN(C(=O)[C@@H](N)Cc3ccccc3)CC2)C(C)C)cc1 | -29% | -1% | 0% | 4% | 14% | 32 | 17% | 2% | -3% | 0% | 8% |
| CC(C)(C)NC(=O)C(=O)NNC(=O)c1cccc(Br)c1 | 3% | -3% | 0% | -7% | -1% | -79* | ? | -6% | 1% | ? | 5% |
| CCOc1ccc(C(=O)NCC(c2ccco2)N2CCc3ccccc3C2)cc1 (stereo not given) | -4% | 1% | -4% | 13% | -15% | 0 | 2% | 2% | 16% | ? | 2% |
| O=C(COc1ccccc1)NCc1n[nH]c(=S)n1-c1ccccc1 | -21% | 2% | 2% | -4% | 11% | 5 | 10% | 0% | -7% | -2% | 9% |
| CCOC(=O)N1N=C(c2ccccc2)CC1(O)C(C)(F)F (stereo not given) | -1% | -4% | 1% | -2% | -3% | 0 | 6% | 2% | 23% | 3% | 2% |
| Cc1ccc(NC(=O)c2oc3ccc(S(=O)(=O)N4CCC5(CC4)OCCO5)cc3c2C)cc1C | 0% | 11% | -5% | 6% | 3% | -8 | 6.5µM* | · | 3% | -3%&-2% | -6% |
| O=C(NCc1ccccn1)C(C(=O)c1cccc([N+](=O)[O-])c1)n1cc(Cl)ccc1=O (stereo not given) | 3% | 0%[11.5 µM] | -6% | -10% | -13% | -8 | 30% | 5% | 0% | 0% | 1% |
| O=S(=O)(NCCNc1ncc(C(F)(F)F)cc1Cl)C(F)(F)F | -4% | 6% | 0% | -2% | 7% | -36 | 14% | -11% | 3% | -4% | 2% |
| CC(=O)c1cccc(NC(=O)N2CCCC2C(=O)NCc2ccc3c(c2)OCO3)c1 (stereo not given) | 0% | 2% | -4% | 0% | ? | 0 | ? | -2% | -1% | ? | 5% |
| Cc1ccccc1OCC(=O)Nc1nnc(-c2ccco2)s1 | 3% | -4% | 1% | -2% | ? | -4 | 1% | 0% | 2% | 1% | -1% |
| Cc1cc(C)cc(N(CC(=O)NC(C)(C)C)C(=O)CCC(=O)Nc2ccccn2)c1 | -1% | 1% | -1% | 1% | 16% | 8 | -15% | -2% | -3% | 4% | 5% |
| CC(C)N(CCCNC(=O)c1ccc(CS(=O)(=O)c2c(Cl)cccc2Cl)o1)Cc1ccccc1 | 11% | 9% | -2% | -1% | -22% | 3 | 6% | -1% | 0% | 2% | 1% |
| CCCCC(=O)NC(c1ccc(N(CC)CC)cc1)c1ccc2cccnc2c1O (stereo not given) | 2% | -6% | -4% | -1% | 4% | -5 | ? | -4% | 0% | -6% | 3% |
| CCOC(=O)c1cnc2c(c(C)nn2C)c1Oc1ccc(OC)cc1 | 2% | 8% | -6% | 5% | 7% | 0 | ? | -3% | -1% | -19% | -12% |
| COc1ccc(C)cc1NC(=O)C1CCCN(S(=O)(=O)c2cccc3nonc23)C1 (stereo not given) | 3% | -5% | 8% | -7% | 6% | -9 | 4% | -1% | 1% | -1% | -2% |
| O=C(NC1CCCCC1)C(=S)N1CCCC1 | -1% | 1% | -1% | 3% | 0% | 2 | 1% | 5% | 2% | 1% | 7% |
| COc1cc(C)c(S(=O)(=O)N2CCOCC2)cc1C | 0% | 3% | -8% | 3% | -9% | 1 | 8% | 2% | 3% | -3% | -5%[46.1 µM] |
| Cn1c(SCC(=O)Nc2ccc(N3CCOCC3)cc2)nnc1-c1ccccc1 | 13% | 0% | 2% | -3% | 1% | 1 | ? | 9% | -19% | 2% | -7% |
| CCC(=O)N1CCN=C1SCc1cc(C)ccc1C | -2% | 8% | -3% | 5% | -15% | -1 | 8% | 1% | 1% | -10% | -1% |
| Cc1ccccc1CSc1nnc(-c2ccncc2)n1C | 14% | 29% | -2% | -2% | 3% | 0 | 10% | 5% | 2% | 5% | 1% |
| O=C1c2ccccc2NC(c2cn[nH]c2-c2ccc(Cl)cc2)N1O (stereo not given) | 0% | 0% | -1% | 14% | -4% | -2 | -4% | -22% | 1% | ? | 2%[46.1 µM] |
| CC(CC(=O)O)CC(=O)Nc1nncs1 (stereo not given) | -9% | -31% | 2% | -5% | -19% | 12 | 0% | 2% | 0% | 9% | -4% |
| CC(=O)c1ccc(N2C(=O)[C@@H]3C(C(=O)CCN4C(=O)c5ccccc5C4=O)=NN[C@@H]3C2=O)cc1 | 3% | · | -2% | 16% | 7% | 21 | 1% | -1% | 18% | 3% | 1%[46.1 µM] |
| COc1ccc(OC)c(N(C(=O)c2snc(C(N)=O)c2N)C(C(=O)NCC2CCCO2)c2ccc3ncccc3c2)c1 (stereo not given) | -6% | -2% | -2% | 1% | -12% | 1 | 4% | 258%[activator] | -5% | 0% | -18% |
| CCOC(=O)CC(NC(=O)Cn1nnc(-c2ccccc2)n1)c1ccc(OC)cc1 (stereo not given) | 0% | 1% | -10% | -3% | 0% | -6 | ? | 0% | -3% | -5% | -13% |
| COc1ccccc1C(=O)O/N=C(/C)c1ccc(N2C(=O)C3CCCCC3C2=O)cc1 (stereo not given) | -4% | -7% | -4% | 3% | -3% | 16 | 1% | -4% | -5% | 11% | -11% |
| O=C(OC1CCOC1=O)c1ccc(N2CCCC2)c([N+](=O)[O-])c1 (stereo not given) | -7% | -19% | 1% | -7% | 23% | 0 | -5% | -5% | -3% | 3% | -1% |

Compounds were not picked by outcome. About 3.2% of those tested had a hit in this group.
